# GluA2 TARP mod: modulators of AMPA receptor GluA2-stargazin complexes; O88602+P19491; HEK293 GluA2+stargazin, membrane potential dye (FDSS), glutamate EC50; hits were called plate by plate, in both directions; calls only at 30 µM; 40,000 tested, 3.5% active; AID 1259245;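 active means any of four per-well response measures lying three or more SD from its plate-wide compound average, in either direction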
# Target sequence (O88602 whole entry, looked up): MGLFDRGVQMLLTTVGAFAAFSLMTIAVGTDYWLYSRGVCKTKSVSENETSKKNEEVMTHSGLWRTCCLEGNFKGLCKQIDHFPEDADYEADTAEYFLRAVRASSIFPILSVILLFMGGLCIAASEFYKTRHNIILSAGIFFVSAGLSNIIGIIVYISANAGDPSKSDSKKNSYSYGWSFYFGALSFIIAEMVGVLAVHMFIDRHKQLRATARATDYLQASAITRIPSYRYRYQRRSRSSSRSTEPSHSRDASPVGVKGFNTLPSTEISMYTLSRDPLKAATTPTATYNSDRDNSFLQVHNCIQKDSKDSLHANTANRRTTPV
# Target sequence (P19491 whole entry, looked up): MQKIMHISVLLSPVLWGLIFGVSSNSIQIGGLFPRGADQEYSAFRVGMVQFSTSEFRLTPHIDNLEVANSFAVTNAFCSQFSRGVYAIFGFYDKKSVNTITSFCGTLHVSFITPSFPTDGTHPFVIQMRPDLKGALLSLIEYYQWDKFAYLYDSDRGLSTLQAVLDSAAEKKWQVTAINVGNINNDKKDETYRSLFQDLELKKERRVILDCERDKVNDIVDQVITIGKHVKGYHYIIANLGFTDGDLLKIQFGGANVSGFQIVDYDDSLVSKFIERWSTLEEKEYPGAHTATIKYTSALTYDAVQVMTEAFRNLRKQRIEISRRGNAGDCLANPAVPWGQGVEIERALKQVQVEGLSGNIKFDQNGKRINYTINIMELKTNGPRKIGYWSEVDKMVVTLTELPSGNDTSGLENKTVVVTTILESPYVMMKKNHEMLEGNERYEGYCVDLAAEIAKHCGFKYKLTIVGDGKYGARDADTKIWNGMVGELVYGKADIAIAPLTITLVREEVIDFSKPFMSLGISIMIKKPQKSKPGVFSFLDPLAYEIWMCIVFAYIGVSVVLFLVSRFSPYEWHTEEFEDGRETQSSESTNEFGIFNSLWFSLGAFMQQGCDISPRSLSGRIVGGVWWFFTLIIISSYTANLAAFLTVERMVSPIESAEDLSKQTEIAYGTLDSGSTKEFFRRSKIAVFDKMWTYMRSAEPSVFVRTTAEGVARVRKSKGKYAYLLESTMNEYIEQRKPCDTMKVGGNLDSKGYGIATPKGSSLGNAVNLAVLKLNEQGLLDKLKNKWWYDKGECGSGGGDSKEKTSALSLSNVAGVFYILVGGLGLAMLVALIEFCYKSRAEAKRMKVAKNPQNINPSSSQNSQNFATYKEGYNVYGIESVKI
# GluA2 TARP mod agonism max-min: also measured in GluA2 TARP mod; calls as there; compound max-min signal; compound-alone response (agonism);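 unitless range of fluorescence divided by baseline over first 100 seconds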
# GluA2 TARP mod glutamate slope: also measured in GluA2 TARP mod; calls as there; glutamate slope, % of max; measured here: glutamate response slope, % max;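 scaled per plate between vehicle wells and maximal 1 mM glutamate control wells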
# Numbers without * were called inactive; i = inactive; + = active, no number; & = joins results of further samples.
Molecule | GluA2 TARP mod glutamate slope | GluA2 TARP mod agonism max-min | GluA2 TARP mod
C=CCn1c(Sc2nc3ccccc3[nH]2)nc2c1c(=O)[nH]c(=O)n2C | 44 | 0.033 | i
COc1cccc(N2CC(NC(=O)C3CC3)CC2=O)c1 (centres undefined) | 44 | 0.067 | i
Cc1cnc2c(c1SCC(=O)Nc1ccc(C(N)=O)cc1)c(=O)n(C)c(=O)n2C | 66 | 0.1 | i
COc1ccc(CCC(=O)Nc2ccc(N3CCCC3=O)cc2)cc1 | 56 | 0.094 | i
CCOc1ccc(C(=O)NCC2CCN(Cc3ccccc3)CC2)cc1OCC | 44 | 0.037 | i
CCS(=O)(=O)c1cccc(C(=O)N(CCN2CCOCC2)c2nc3c(C)c(C)ccc3s2)c1 | 17* | 0.11* | +
CC(C)CS(=O)(=O)NCC(O)c1ccc(C(F)(F)F)cc1 (centres undefined) | 46 | 0.16 | i
CCSc1ccc(CC(=O)Nc2nnc(-c3ccccc3)o2)cc1 | 56 | 0.08 | i
Cc1nc(C)n(C(C)CNS(=O)(=O)c2ccc(C)c(C)c2)n1 (centres undefined) | 70 | 0.095 | i
CCCNC(=O)C(=O)Nc1c2c(nn1-c1ccc(OC)cc1)CS(=O)(=O)C2 | 51 | 0.058 | i
COc1ccc(-c2csc(-c3nnn(-c4ccccc4)c3C)n2)cc1 | 53 | 0.12 | i
CC(C)CCNC(=O)Cc1csc(Nc2ccc(F)cc2)n1 | 43 | 0.18 | i
COc1cccc(C(=O)Nc2nnc(CC(C)C)s2)c1 | 67 | 0.079 | i
CC(Oc1ccc(F)cc1)C(=O)O (centres undefined) | 54 | 0.12 | i
COc1cccc(C(=O)N(Cc2ccncc2)c2nc3c(C)ccc(C)c3s2)c1OC | 58 | 0.09 | i
COCCCn1c(-c2ccc(Cl)cc2)nc2c(c(=O)c3ccccc3n2C)c1=O | 67 | 0.22 | i
CCOc1ccc(OCC(=O)N2CCN(c3ncnc4c3nnn4-c3ccc(OC)cc3)CC2)cc1 | 66 | 0.083 | i
CSc1nn(CC(=O)Nc2ccc(C(C)C)cc2)c(N)c1-c1nc(-c2ccc3c(c2)OCO3)no1 | 50 | 0.098 | i
Cc1ccsc1C(O)CNC(=O)Cc1ccc(S(=O)(=O)C(C)C)cc1 (centres undefined) | 59 | 0.11 | i
CNC(=O)Cc1csc(Nc2cc(OC)ccc2OC)n1 | 61 | 0.14 | i
C=CCCC(=O)NCC(C)(O)COC (centres undefined) | 59 | 0.087 | i
COc1ccc(F)cc1S(=O)(=O)Nc1ccc(N2CCCCS2(=O)=O)cc1 | 39 | 0.074 | i
CCCS(=O)(=O)N1CCCc2ccc(NS(=O)(=O)c3ccc(OC)c(OC)c3)cc21 | 50 | 0.053 | i
CCOc1ccc(CC(=O)Nc2nc(-c3ccc(F)cc3)cs2)cc1 | 60 | 0.074 | i
O=S(=O)(CCCOc1ccc2c(c1)OCO2)N1CCN(c2ccccc2)CC1 | 63 | 0.1 | i
O=S(=O)(c1ccc(F)c(Cl)c1)N1CCC(Cc2ccccc2)CC1 | 24 | 0.065 | i
CC(=O)c1cccc(NC(=O)c2cc(-c3ccccc3Cl)oc2C)c1 | 57 | 0.081 | i
O=C(c1ccc([N+](=O)[O-])o1)N1CCN(Cc2nc(-c3cccs3)cs2)CC1 | 52 | 0.14 | i
CC(C)=CCSc1nnc(C)c(=O)[nH]1 | 64 | 0.034 | i
COc1ccc(Cl)cc1S(=O)(=O)NCC1CCN(C2CCCC2)CC1 | 52 | 0.05 | i
O=C(NCc1ccc2c(c1)OCO2)C(=O)NCC1CCN(Cc2ccco2)CC1 | 50 | 0.055 | i
CCCS(=O)(=O)N1CCCc2cc(NS(=O)(=O)c3ccc(OC)c(F)c3)ccc21 | 64 | 0.15 | i
Cn1cccc1C(CNC(=O)C(=O)NCCN1CCOCC1)N1CCCCCC1 (centres undefined) | 52 | 0.075 | i
CCCCc1ccc(-n2c(C)cn3c4c(=O)n(CC(=O)OC)c(=O)n(C)c4nc23)cc1 | 73 | 0.1 | i
CS(=O)(=O)N1CCCC1C(=O)Nc1nc(-c2ccccc2)c(-c2ccccc2)s1 (centres undefined) | 57 | 0.12 | i
O=C(O)CC1C(=O)NCCN1C1Cc2ccccc2C1 (centres undefined) | 60 | 0.041 | i

# Reformatted: 13 of the compounds above
# Value order: GluA2 TARP mod glutamate slope | GluA2 TARP mod agonism max-min | GluA2 TARP mod
CCCS(=O)(=O)N1CCCc2ccc(NS(=O)(=O)c3ccc(OC)c(OC)c3)cc21
→ 50 | 0.053 | i
CCOc1ccc(CC(=O)Nc2nc(-c3ccc(F)cc3)cs2)cc1
→ 60 | 0.074 | i
O=S(=O)(CCCOc1ccc2c(c1)OCO2)N1CCN(c2ccccc2)CC1
→ 63 | 0.1 | i
O=S(=O)(c1ccc(F)c(Cl)c1)N1CCC(Cc2ccccc2)CC1
→ 24 | 0.065 | i
CC(=O)c1cccc(NC(=O)c2cc(-c3ccccc3Cl)oc2C)c1
→ 57 | 0.081 | i
O=C(c1ccc([N+](=O)[O-])o1)N1CCN(Cc2nc(-c3cccs3)cs2)CC1
→ 52 | 0.14 | i
CC(C)=CCSc1nnc(C)c(=O)[nH]1
→ 64 | 0.034 | i
COc1ccc(Cl)cc1S(=O)(=O)NCC1CCN(C2CCCC2)CC1
→ 52 | 0.05 | i
O=C(NCc1ccc2c(c1)OCO2)C(=O)NCC1CCN(Cc2ccco2)CC1
→ 50 | 0.055 | i
CCCS(=O)(=O)N1CCCc2cc(NS(=O)(=O)c3ccc(OC)c(F)c3)ccc21
→ 64 | 0.15 | i
Cn1cccc1C(CNC(=O)C(=O)NCCN1CCOCC1)N1CCCCCC1 (centres undefined)
→ 52 | 0.075 | i
CCCCc1ccc(-n2c(C)cn3c4c(=O)n(CC(=O)OC)c(=O)n(C)c4nc23)cc1
→ 73 | 0.1 | i
CS(=O)(=O)N1CCCC1C(=O)Nc1nc(-c2ccccc2)c(-c2ccccc2)s1 (centres undefined)
→ 57 | 0.12 | i

# (list continues)
Molecule | GluA2 TARP mod glutamate slope | GluA2 TARP mod agonism max-min | GluA2 TARP mod
O=C(NCC(c1cccs1)N1CCOCC1)C(=O)Nc1ccccc1[N+](=O)[O-] (centres undefined) | 70 | 0.15 | i
O=C(NCC(O)c1ccsc1)C(=O)Nc1cccc(C(F)(F)F)c1 (centres undefined) | 42 | 0.13 | i
O=C(NCCC1=CCCCC1)C(=O)NCCc1csc2nc(-c3ccccc3F)nn12 | 59 | 0.094 | i
O=C(Cn1cccn1)NCc1ccc(OC(F)(F)F)cc1 | 56 | 0.12 | i
COc1cccc(C(=O)Nc2cc(C)nn2-c2nc3c(cnn3-c3cccc(Cl)c3)c(=O)[nH]2)c1 | 49 | 0.11 | i
CC(C)Oc1ccc(C(=O)N2CCN(C(=O)c3cnn4ccccc34)CC2)cc1 | 47 | 0.097 | i
O=C(CN1CCOCC1)Nc1ccccc1-c1nc2ccccc2[nH]c1=O | 36&83 | 0.073&0.036 | i
COc1ccc(NC(=O)c2ccc(Br)cc2)cc1N1CCCCC1=O | 54 | 0.038 | i
CC1CCCN(S(=O)(=O)c2ccc(Cl)c3ccccc23)C1 (centres undefined) | 66 | 0.085 | i
Cn1c(-c2ccccn2)nn(CCNC(=O)c2ccco2)c1=O | 77 | 0.16 | i
COc1ccccc1N1CCN(C(=O)Cc2c(C)[nH]c(=O)[nH]c2=O)CC1 | 69 | 0.14 | i
COCC(=O)NCC1(c2ccc(OC)cc2)CCCC1 | 49 | 0.096 | i
CCOC(=O)CNC(=O)C(=O)c1c(C)[nH]c2ccccc12 | 67 | 0.14 | i
COc1ccc(C)cc1NC(=O)C(=O)NCCCN1CCOCC1 | 65 | 0.091 | i
CC(C)C(=O)N1CCN(c2ncnc3c2nnn3-c2ccc(F)cc2)CC1 | 66 | 0.13 | i
Cc1cc(Br)ccc1OCC(=O)Nc1ccc(S(N)(=O)=O)cc1 | 32 | 0.032 | i
O=C(Cc1ccc(F)cc1)NCCOc1ccccc1 | 56 | 0.1 | i
COc1cccc(N2CCN(C(=O)c3n[nH]c4ccccc34)CC2)c1 | 44 | 0.073 | i
COc1ccc(NC(=O)CSc2nnc(-c3ccc(OC)c(OC)c3)n2N)cc1OC | 63 | 0.062 | i
COCCCNC(=O)CCCCn1c(=O)[nH]c2ccccc2c1=O | 49 | 0.08 | i
COc1ccc(CC(=O)Nc2cc(-c3cn4nc(OC)ccc4n3)ccc2OC)cc1 | 39 | 0.048 | i
COc1ccc(-c2ccc(=O)n(CCNC(=O)NC3CCCCC3)n2)cc1OC | 53 | 0.079 | i
CNC(=O)Cc1csc(NC(=O)Cc2csc(Nc3ccccc3)n2)n1 | 64 | 0.11 | i
CC(=O)Nc1ccc(OS(=O)(=O)N2CCOCC2)cc1 | 56 | 0.096 | i
Cn1/c(=N\NC(=O)CNS(=O)(=O)c2ccccc2)sc2ccccc21 | 64 | 0.1 | i
NC(=O)C1Cc2ccccc2N1C(=O)c1cc(=O)c2ccccc2o1 (centres undefined) | 40 | 0.048 | i
O=c1c2ccccc2nc(SCc2nc(-c3ccc4c(c3)OCO4)no2)n1Cc1ccco1 | 61 | 0.11 | i
CS(=O)(=O)N1CCc2[nH]nc(C(=O)O)c2C1 | 50 | 0.042 | i
CNC(=S)NNc1nc(N2CCCC2)nc(N2CCCC2)n1 | 44 | 0.043 | i
O=C(NCCCN1CCOCC1)C(=O)Nc1ccc(F)c([N+](=O)[O-])c1 | 48* | 0.18* | +
O=C(NCC1CCN(C(=O)/C=C/c2ccco2)CC1)Nc1c(F)cccc1F | 37 | 0.063 | i
CCOc1ccccc1C(=O)N1CCC(Cn2nc(C)cc2C)CC1 | 93 | 0.098 | i
Cc1ccc(C2NC(=O)Nc3c2c(=O)n(C)c(=O)n3C)o1 (centres undefined) | 57 | 0.11 | i
CCn1c(=O)c2c(nc3n(-c4ccc(Oc5ccccc5)cc4)c(C)cn23)n(C)c1=O | 34 | 0.054 | i
Cc1ccc(S(=O)(=O)N(C)CC(=O)N2C(C)CCCC2C)cc1 (centres undefined) | 62 | 0.098 | i
CCc1ccc(NC(=O)/C=C/c2ccccc2)cc1 | 50 | 0.064 | i
O=C1C2CNC3(C(=O)Nc4ccccc43)C2C(=O)N1C1CCCCC1 (centres undefined) | 44 | 0.059 | i
O=C1Nc2ccc(Br)cc2C1(O)Cc1ccncc1 (centres undefined) | 56 | 0.052 | i
COc1ccc(S(=O)(=O)CCC(=O)N(Cc2ccccc2)c2nc3ccccc3s2)cc1 | 69 | 0.093 | i
NC(=O)c1ccc(NC(=O)Cc2csc(Nc3cccc(C(F)(F)F)c3)n2)cc1 | 65 | 0.11 | i
COc1ccc(NC(=O)NCCNc2nc(C)cc(N(C)C)n2)cc1Cl | 53 | 0.17 | i
O=C(CCCn1c(=S)[nH]c2ccccc2c1=O)Nc1cccc2c1CCCC2 | 59 | 0.1 | i
O=C(NCc1ccco1)C(=O)Nc1cccc(N2CCCCC2=O)c1 | 49 | 0.053 | i
COc1cn(CC(N)=O)c(CSc2nnnn2C)cc1=O | 48 | 0.057 | i
CN1C(=O)N(C)C2(CCN(S(=O)(=O)c3ccccc3F)CC2)C1=O | 54 | 0.085 | i
CC(C)(C)OC(=O)CN(c1ccc2c(c1)OCCO2)S(=O)(=O)c1ccc2nncn2c1 | 50 | 0.093 | i
COc1ccc(Cl)cc1NC(=O)Cn1cnc2c(sc3nc(C)cc(C)c32)c1=O | 55 | 0.091 | i
CC(C)(C)c1ccc(OCC(=O)NCC(O)Cc2ccccc2)cc1 (centres undefined) | 86 | 0.18 | i
O=C(Cc1c[nH]c2ccccc12)Nc1onc2c1CSC2 | 63 | 0.15 | i
C=CCn1c(=O)c2c(nc3n(-c4ccccc4O)c(C)cn23)n(C)c1=O | 74 | 0.095 | i
CC(C)C(=O)Nc1ccc(SCC(=O)c2ccccc2)nn1 | 42 | 0.11 | i
COc1ccccc1C(=O)N1CCN(Cc2nc(-c3cccs3)cs2)CC1 | 55 | 0.12 | i
COC(=O)c1ccccc1NC(=O)Cn1ccc2ccn(Cc3ccccc3)c2c1=O | 63 | 0.072 | i
O=C(Cc1ccc(Cl)cc1)NCC1CCN(S(=O)(=O)C2CC2)CC1 | 42 | 0.091 | i
O=C(CN1C(=O)CCC1=O)N1CCC(COCc2ccccc2)CC1 | 47 | 0.11 | i
CC(=O)c1c(C)nn(CC(=O)Nc2ccc(F)cc2)c1C | 63 | 0.085 | i
O=C(Cc1cc(-c2ccc3c(c2)OCO3)on1)NCc1ccc2c(c1)OCO2 | 46 | 0.058 | i
O=C(CSc1ccc(-c2cccnc2)nn1)Nc1ccc(OC(F)(F)F)cc1 | 46 | 0.042 | i
COC(=O)c1ccc(NC(=O)CN2CCN(C3c4ccccc4-c4ccccc43)CC2)cc1 | 42 | 0.081 | i
COc1ccc(-c2cn(-c3ccc(C)c(F)c3)c(=S)[nH]2)cc1OC | 62 | 0.19 | i

# (further entries)
Molecule | GluA2 TARP mod glutamate slope | GluA2 TARP mod agonism max-min | GluA2 TARP mod
COC(=O)c1sccc1S(=O)(=O)N(CC(=O)Nc1ccc(C)c(C)c1)c1ccccc1 | 47 | 0.03 | i
O=C(N1CCC(Cn2cccn2)CC1)C1(c2cccs2)CCCC1 | 70 | 0.052 | i
CCS(=O)(=O)Nc1ccc2c(c1)CCCN2S(=O)(=O)c1ccccc1 | 62 | 0.059 | i
CCOc1ccccc1C(=O)Nc1ccc(N2CCCC2=O)c(C)c1 | 60 | 0.085 | i
O=C(c1cc(Cl)sc1Cl)N(CCN1CCOCC1)c1nc2c(F)cc(F)cc2s1 | 54 | 0.05 | i
CCN1C(=O)c2cccc3c(NC(=O)CCCS(=O)(=O)c4ccc(OC)cc4)ccc1c23 | 50 | 0.051 | i
COc1cc(C(=O)N2CCN(c3ccccn3)CC2)cc(OC)c1OC | 33 | 0.079 | i
Cc1ccccc1NC(=O)CSc1ccc(NC(=O)C2CC2)nn1 | 46 | 0.1 | i
Cc1ccccc1NC(=O)c1ccc(=O)n(Cc2cccc([N+](=O)[O-])c2)c1 | 43 | 0.028 | i
Cc1ccc(OCC(O)Cn2c(NCCN3CCOCC3)nc3c2c(=O)n(C)c(=O)n3C)cc1C (centres undefined) | 73 | 0.087 | i

# Not all compounds are listed (hit frequency here may not be typical).
